From PubChem
beta cell repl: MIN6 beta-cell proliferation induction. 0.29% of 330,000 active. proliferation, % at 10 µM. MIN6 cells proliferation, ATPlite luminescence, 48 h; cells starved in 0.2% serum; 100% = growth in 10% serum;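 active = compounds whose signal lies at least 3.5 SD above the mean of all wells on their plate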;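 note: 0% = DMSO-treated cells in low-serum medium and 100% = 10% serum control; some compounds called inactive have numbers as strong as hits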
hIAP act: increases human intestinal alkaline phosphatase activity. P09923. purified human IAP, CDP-Star luminescence, 30 min; active compounds read high; 1 = vehicle-only enzyme, 0 = enzyme-free background. activation factor at 10 µM. 0.16% of 330,000 active. AID 2524;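 active = activation factor of the enzyme at least 2-fold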; note: the source names both 10 and 20 µM as test concentration; values of inactives mirror those of a sister screen read the other way
A3G deaminase: APOBEC3G (human) deaminase inhibition | Q9HC16 | recombinant A3G, ssDNA deamination FAM/TAMRA fluorescence | inhibition, % at 20 µM | 0.28% of 330,000 active;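 active = inhibition of at least 40% at 20 µM, with no more than 30% in the related APOBEC3A deaminase screen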;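 note: plate controls were DMSO wells with A3G for no effect and wells lacking A3G enzyme for full effect; some compounds called inactive have numbers as strong as hits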
Target sequence (Q9HC16 whole entry, looked up): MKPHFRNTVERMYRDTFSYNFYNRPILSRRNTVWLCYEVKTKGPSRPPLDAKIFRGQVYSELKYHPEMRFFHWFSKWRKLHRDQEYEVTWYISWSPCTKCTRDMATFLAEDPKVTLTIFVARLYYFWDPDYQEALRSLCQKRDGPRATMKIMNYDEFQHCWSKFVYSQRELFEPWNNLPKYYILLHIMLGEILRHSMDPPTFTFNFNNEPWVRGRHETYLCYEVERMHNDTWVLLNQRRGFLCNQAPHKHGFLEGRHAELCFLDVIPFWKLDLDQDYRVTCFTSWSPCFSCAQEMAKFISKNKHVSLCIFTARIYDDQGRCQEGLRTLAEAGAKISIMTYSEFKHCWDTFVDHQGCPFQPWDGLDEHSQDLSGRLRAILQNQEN
mIAP activ: mouse IAP activation; AID 2805; 0.24% of 330,000 active; muIAP, CDP-Star luminescence, 30 min; active compounds read high; 1 = vehicle-only enzyme signal, 0 = enzyme-free wells; activation factor at 10 µM;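 active = activation factor of at least 2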; note: the source names both 10 and 20 µM as test concentration; values of inactives mirror those of a sister screen read the other way
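Assay system: mouse IAP enzyme; reagent: chemiluminescent substrate CDP-Star; dosing: test compounds delivered from DMSO solution; schedule: 30 min at room temperature; measured by: luminescence from enzymatic CDP-Star hydrolysis; controls: DMSO-only wells and no-enzyme negative control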
hIAP inh: blocks human intestinal alkaline phosphatase. P09923. purified IAP, CDP-Star luminescence, 30 min. inhibition, % at 10 µM. 0.12% of 330,000 active;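 active = inhibition reaching a set limit with compound at 10 µM in the primary screen, cut at about 35% in these data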;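 note: plate controls were DMSO wells with enzyme for no effect and no-enzyme buffer wells for full effect; values of inactives mirror those of a sister screen read the other way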
A3A deaminase: human APOBEC3A DNA deaminase inhibition. P31941. recombinant A3A, FAM/TAMRA ssDNA deamination fluorescence. inhibition, % at 20 µM. 0.41% of 330,000 active. AID 493011;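 active = at least 40% inhibition at 20 µM here, with at most 30% in a related deaminase screen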;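 note: plate controls were A3A with DMSO for no effect and wells lacking A3A enzyme for full effect; some results filed as inactive read as strong as hits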
Target sequence (P31941 whole entry, looked up): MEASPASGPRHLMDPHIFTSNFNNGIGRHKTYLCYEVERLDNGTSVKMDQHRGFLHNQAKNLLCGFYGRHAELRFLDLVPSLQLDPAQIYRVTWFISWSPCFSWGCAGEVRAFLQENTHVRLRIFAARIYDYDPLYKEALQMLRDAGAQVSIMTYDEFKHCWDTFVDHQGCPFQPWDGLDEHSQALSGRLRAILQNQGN
ATG4B inhibitor: blocks human ATG4B protease cleavage of LC3 substrate; Q9Y4P1; ATG4B cleavage of LC3-PLA2, NBD-HPC fluorescence, 1 h; inhibition, % at 8.33 µM; 0.51% of 340,000 active; AID 504462; in the data active = inhibition above about 40%
Target sequence (Q9Y4P1 whole entry, looked up): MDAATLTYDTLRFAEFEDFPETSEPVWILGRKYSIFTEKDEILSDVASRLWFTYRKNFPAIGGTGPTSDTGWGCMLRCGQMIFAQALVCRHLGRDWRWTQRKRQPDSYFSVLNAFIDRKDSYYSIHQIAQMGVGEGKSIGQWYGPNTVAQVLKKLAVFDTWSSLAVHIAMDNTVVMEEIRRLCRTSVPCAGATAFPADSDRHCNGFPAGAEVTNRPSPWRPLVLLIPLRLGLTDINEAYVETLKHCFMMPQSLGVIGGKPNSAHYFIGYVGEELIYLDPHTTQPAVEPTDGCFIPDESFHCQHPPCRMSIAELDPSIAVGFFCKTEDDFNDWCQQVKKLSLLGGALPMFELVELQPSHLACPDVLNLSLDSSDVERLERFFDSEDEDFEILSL
MPTP block: blocks calcium-induced mitochondrial swelling. isolated mouse mitochondria, Ca2+ swelling absorbance, 30 min. inhibition, % at 10 µM. 1.4% of 360,000 active. AID 602449;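 active = inhibition of 50% or more, scaled per plate between neutral and stimulator controls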;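 note: 0% = DMSO wells given calcium and 100% = 1 mM EGTA wells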
mIAP inh: mouse IAP inhibition; purified mouse IAP, CDP-Star luminescence, 30 min; inhibition, % at 10 µM; 0.2% of 330,000 active;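 active = inhibition of at least 40% at 10 µM in the primary screen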;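 note: plate controls were DMSO with enzyme for no effect and no enzyme wells for full effect; values of inactives mirror those of a sister screen read the other way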
An asterisk follows results filed as active; · = not tested or not shown.

1	CC(C(=O)NC(N)=O)N1C(=O)NC(c2ccccc2)(c2ccccc2)C1=O (centres undefined)
2	CCN(Cc1ccccc1)C(=O)c1cccc(S(=O)(=O)N2CCN(c3ccccc3)CC2)c1
3	C=CCNS(=O)(=O)c1ccc(OC)c(C)c1
4	CC(=O)Nc1cccc(C(=O)OCc2csc(CC(=O)Nc3ccccc3C)n2)c1
5	COc1ccc(C(=O)N/N=C(\Cc2ncc[nH]2)c2ccccc2)cc1
6	CCc1nc2ccccc2n1CC(=O)Nc1cc(C)on1
Compound,1,2,3,4,5,6
beta cell repl,-1,-3,2,-3,-5,-4
hIAP act,0.89,0.98,0.98,0.93,1.4,1.2
A3G deaminase,-9,-1,-9,-6,-2,-4
mIAP activ,1.1,0.91,1,1,0.98,1
hIAP inh,11,2,2,8,-40,-17
A3A deaminase,-3,9,-2,4,-6,1
ATG4B inhibitor,6,5,4,-7,1,-4
MPTP block,-0.6,2.5,1.6,0.4,0.4,-0.2
mIAP inh,-7,9,-1,-2,2,-2

7	CC(C)c1nc2cc(Cl)ccc2n(Cc2ccccc2)c1=O
8	Cc1ccc(CCNC(=O)c2ccc(NC3=NC4CS(=O)(=O)CC4S3)cc2)cc1 (centres undefined)
9	O=C(CNC(=O)c1cccc(F)c1)N/N=C/c1ccc([N+](=O)[O-])s1
10	COc1ccc2cc(/C=N/NC(=O)c3ccc(CN(c4cccc(Cl)c4Cl)S(C)(=O)=O)cc3)c(Cl)nc2c1
11	Cc1noc(C)c1COC(=O)Cc1ccc(Cl)c(Cl)c1
12	O=S(=O)(c1ccccc1)N(Cc1cccc(F)c1)c1ccccc1
Compound,7,8,9,10,11,12
beta cell repl,-1,-2,-6,0,-2,-3
hIAP act,1,0.93,0.94,1.1,0.85,0.73
A3G deaminase,-3,-5,-7,1,-2,-2
mIAP activ,0.92,1.1,0.75,0.93,0.95,1
hIAP inh,0,7,6,-13,15,26
A3A deaminase,2,-4,-1,1,-2,-4
ATG4B inhibitor,-2,-6,-7,-1,-6,12
MPTP block,1.3,-1.5,0.3,-0.4,1.0,3.8
mIAP inh,8,-8,25,7,5,-2

By substructure: the compounds so far containing an aryl methoxy group (3)
3	C=CCNS(=O)(=O)c1ccc(OC)c(C)c1
5	COc1ccc(C(=O)N/N=C(\Cc2ncc[nH]2)c2ccccc2)cc1
10	COc1ccc2cc(/C=N/NC(=O)c3ccc(CN(c4cccc(Cl)c4Cl)S(C)(=O)=O)cc3)c(Cl)nc2c1
Compound,3,5,10
beta cell repl,2,-5,0
hIAP act,0.98,1.4,1.1
A3G deaminase,-9,-2,1
mIAP activ,1,0.98,0.93
hIAP inh,2,-40,-13
A3A deaminase,-2,-6,1
ATG4B inhibitor,4,1,-1
MPTP block,1.6,0.4,-0.4
mIAP inh,-1,2,7

(further entries)
13	COc1ccc(C(=O)N2CCCC(Nc3ccc(C(C)C)cc3)C2)c(OC)n1 (centres undefined)
14	Cc1c(C(N)=O)sc2ncn(CC(=O)N(C)C3CCCCC3)c(=O)c12
15	O=C(CC(c1ccccc1)c1ccco1)N1CCCCC1 (centres undefined)
16	COc1cc(Cl)c(C)cc1Nc1ncccn1
17	C/C(=N\O)c1ccc2[nH]ccc2c1
18	OCC1OC(n2cnc3ccccc32)CC1O (centres undefined)
Compound,13,14,15,16,17,18
beta cell repl,-2,4,-3,-1,-1,-3
hIAP act,1.2,0.88,0.93,0.95,0.92,0.84
A3G deaminase,-3,-7,-6,-3,-1,-6
mIAP activ,0.93,0.88,1,1,1.1,0.95
hIAP inh,-18,12,7,5,8,16
A3A deaminase,2,-17,-2,0,4,-4
ATG4B inhibitor,76*,-7,·,5,3,-1
MPTP block,8.3,2.0,-3.6,0.2,-1.5,0.0
mIAP inh,7,12,-3,0,-6,4

ATG4B inhibitor: hit marks shown above.
No.	structure	hIAP act	A3G deaminase	mIAP activ	hIAP inh	A3A deaminase	ATG4B inhibitor	MPTP block	mIAP inh
13	COc1ccc(C(=O)N2CCCC(Nc3ccc(C(C)C)cc3)C2)c(OC)n1 (centres undefined)	1.2	-3	0.93	-18	2	76*	8.3	7

Next compounds.
19	O=[N+]([O-])c1ccc(N/N=C/c2cn(-c3ccccc3)nc2-c2ccccc2)cc1
20	COC(=O)c1oc2ccccc2c1NC(=O)c1ccccc1O
21	Cc1ccccc1C1C(C#N)=C2N=C(N)c3c(sc4c3CCCCC4)N2C2=C1C(=O)CCC2 (centres undefined)
22	O=C1C2C(C(=O)N1Cc1ccco1)C1C=CC2C12CC2 (centres undefined)
23	CC1CCCN(CC(O)COc2ccc(Cl)cc2)C1 (centres undefined)
24	O=C(NC1CCCC1)c1ccc(COc2ccccc2Br)o1
Compound,19,20,21,22,23,24
beta cell repl,-6,-1,-5,0,2,-1
hIAP act,0.8,1,0.82,0.92,0.81,0.88
A3G deaminase,-3,-2,-2,-3,-2,-10
mIAP activ,0.86,0.91,0.88,0.96,1,1.1
hIAP inh,20,-1,18,8,18,12
A3A deaminase,4,3,0,1,-1,-1
ATG4B inhibitor,-1,24,-4,-2,-13,6
MPTP block,13,11,0.4,0.4,0.2,-0.9
mIAP inh,14,9,12,4,-1,-10

25	Cc1cccc(NCc2ccccc2O)c1C
26	CC(=O)Nc1ccc(/C=N/N2CCCCC2)cc1
27	O=C(Nc1ccc2c(c1)OCO2)c1ccc2c(c1)OCO2
28	O=C(Nc1nccs1)C1CC=CCC1C(=O)OCC(F)(F)C(F)F (centres undefined)
29	COc1cc(CNCCN2CCOCC2)ccc1OCc1c(Cl)cccc1Cl
30	CC(C)CCNC(=O)[C@H](Cc1ccccc1)N1Cc2ccccc2C1=O
Compound,25,26,27,28,29,30
beta cell repl,-1,1,-2,4,-2,-4
hIAP act,1.1,0.86,1,1.1,1.1,0.97
A3G deaminase,0,-5,-2,-2,-2,-4
mIAP activ,0.99,0.88,0.92,1.1,0.98,1
hIAP inh,-8,14,-1,-14,-14,3
A3A deaminase,-4,-2,-1,-3,-2,-3
ATG4B inhibitor,6,6,-4,0,·,10
MPTP block,2.0,-2.0,-1.1,-0.4,·,1.0
mIAP inh,1,12,8,-14,2,-1

31	Cc1ccc(Cn2c(SCc3cccnc3)nc3c2c(=O)n(C)c(=O)n3C)cc1
32	CC(=O)c1c(C)[nH]c(C(=O)CN2CCN(S(=O)(=O)c3ccccc3[N+](=O)[O-])CC2)c1C
33	O=C(CSc1n[nH]c(-c2ccncc2)n1)Nc1ccc(Cl)c(Cl)c1
34	O=C(NCC1CCCO1)c1ccc(NC(=O)c2ccc([N+](=O)[O-])cc2)cc1 (centres undefined)
35	Cc1cc(Oc2ccc(Cl)cc2)nc(-c2ccccn2)n1
36	N#C/C(=C\c1ccncc1)C(=O)Nc1ccc(C(=O)O)cc1
Compound,31,32,33,34,35,36
beta cell repl,-2,-1,0,0,0,-2
hIAP act,1.2,0.95,1.1,1.5,1.2,0.91
A3G deaminase,-5,-7,15,-1,-6,-6
mIAP activ,0.98,0.96,0.96,1,0.89,0.95
hIAP inh,-18,5,-6,-45,-16,9
A3A deaminase,0,-3,59*,-7,-2,-3
ATG4B inhibitor,-7,-13,-10,3,-11,5
MPTP block,0.2,3.8,2.6,0.4,0.2,0.3
mIAP inh,2,4,4,-5,11,5

37	O=C(CSc1nc2ccc([N+](=O)[O-])cc2[nH]1)c1ccc(Cl)cc1
38	Cc1ccc(NC(=O)c2cc3c(=O)oc4ccccc4c3s2)nc1
39	O=S(=O)(c1ccc(N2CCC(c3ccc(Cl)cc3)=N2)cc1)N(CCO)CCO
40	OC[C@H]1O[C@@H](n2cnc3c(NC4CCCC4)ncnc32)[C@H](O)[C@@H]1O
41	CCn1c(CSCc2ccc(C)cc2)n[nH]c1=S
42	CCOC(=O)[C@@H]1[C@H]2COc3cc(OC)ccc3[C@@H]2N2C(=O)N(c3ccc(Br)cc3)C(=O)[C@]12C
Compound,37,38,39,40,41,42
beta cell repl,-6,-2,-3,0,0,-7
hIAP act,0.96,1.1,1.1,0.98,1,0.97
A3G deaminase,-10,8,-1,-6,20,4
mIAP activ,0.84,1.1,2.2*,1,0.98,1
hIAP inh,4,-11,-6,2,-1,2
A3A deaminase,-1,4,2,-2,-6,-2
ATG4B inhibitor,11,-10,-27,-1,-2,-8
MPTP block,104*,0.4,2.8,-2.0,0.6,0.2
mIAP inh,16,-9,-120,-2,2,-1

43	Cc1cc(NCCN(C)C)n2nc(-c3cccs3)cc2n1
44	O=C1OCC2=C1C(c1ccccc1)CC(=O)N2c1ccc(F)cc1 (centres undefined)
45	COc1ccc(S(=O)(=O)N2CCC(c3nc4ccccc4[nH]3)CC2)cc1
46	O=S(=O)(c1ccc(F)cc1)N1CCCc2ccccc21
47	CCc1ccccc1N1CSC2=C(C#N)C(c3ccccc3F)CC(=O)N2C1 (centres undefined)
48	Cc1cc(NC(=O)COC(=O)C2CCC2)no1
Compound,43,44,45,46,47,48
beta cell repl,-1,-1,0,-1,-1,-2
hIAP act,0.99,1.1,0.97,0.77,0.84,0.97
A3G deaminase,4,-6,-1,-6,26,-4
mIAP activ,1,0.99,1.1,0.87,0.76,0.87
hIAP inh,1,-5,3,23,16,3
A3A deaminase,4,-3,1,3,-4,-2
ATG4B inhibitor,-6,-27,-6,·,6,-4
MPTP block,0.3,-3.6,-2.8,·,-1.5,-1.0
mIAP inh,-4,0,-14,13,24,13

49	COc1ccc(OC)c(Nc2nc(N)c([N+](=O)[O-])c(N3CCOCC3)n2)c1
50	Cc1ccc(S(=O)(=O)O)c(C)c1N1CCCC1=O
51	CCCC(=O)N1CCc2cc(OC)c(OC)cc2C1c1cc2cc3c(cc2[nH]c1=O)OCO3 (centres undefined)
52	O=C1CSC(c2cccc([N+](=O)[O-])c2)N1CCN1CCCCC1 (centres undefined)
53	O=C(O)c1cccc(Sc2cc(Cl)ccc2C(=O)O)c1
54	Cc1cccc(NC(=O)c2cc3cc([N+](=O)[O-])ccc3s2)n1
Compound,49,50,51,52,53,54
beta cell repl,-2,-2,-1,-1,4,0
hIAP act,0.94,0.9,0.88,0.99,1.1,0.93
A3G deaminase,-3,-4,-4,-7,-12,3
mIAP activ,0.94,1,0.91,0.97,1,1
hIAP inh,6,10,12,1,-14,7
A3A deaminase,-2,-3,-2,-4,-5,-7
ATG4B inhibitor,-3,-7,-2,-11,3,-1
MPTP block,0.0,-0.1,0.5,0.4,-0.2,1.5
mIAP inh,6,-3,10,2,-5,-2

55	CCCCN1C(=O)C(O)(CC(=O)c2ccccn2)c2ccccc21 (centres undefined)
56	N#Cc1c(CSCC(=O)O)cc(=O)n2c1[nH]c1ccccc12
57	C=CCNc1nc(N)c(C(=O)Nc2cc(C)on2)s1
58	Cc1cc(N2CCOCC2)n2nc(C)c(-c3ccccc3Cl)c2n1
59	O=C(/C=C/c1ccc(S(=O)(=O)N2CCOCC2)cc1)NC(=S)Nc1ccc(N2CCOCC2)cc1
60	CCC(C)NC(=O)C(=O)NCc1ccccn1 (centres undefined)
61	COC(c1ccccc1)c1nnc(CCC(=O)N(C)C(C2CC2)C2CC2)o1 (centres undefined)
62	COc1ccc(CP(=O)(c2ccccc2)c2ccccc2)cc1
63	CCCCN1C(=O)c2ccc(C(=O)NCc3ccco3)cc2C1=O
Compound,55,56,57,58,59,60,61,62,63
beta cell repl,-4,0,-3,-5,3,-2,-3,0,4
hIAP act,1.1,1,0.84,1,0.99,1,0.73,0.98,0.95
A3G deaminase,-5,-2,3,-9,-4,2,-2,-4,15
mIAP activ,0.89,0.9,0.95,0.98,0.96,0.98,0.97,1,0.98
hIAP inh,-10,-1,16,-2,1,-2,27,2,5
A3A deaminase,0,5,0,-5,0,4,-2,-5,1
ATG4B inhibitor,0,-5,-11,-1,0,-2,-4,3,-1
MPTP block,-0.5,-0.1,0.6,-0.5,-0.3,-3.0,0.9,-0.1,-1.7
mIAP inh,11,10,5,2,4,2,3,0,2
